SENP8 block-1: SENP8 protease inhibition | AID 2540 | inhibition, % at 10 µM | actives 1.2% (n = 330,000) | purified SENP8, Z-RLRGG-aminoluciferin cleavage, luminescence; in the data active = inhibition above about 50%
Target sequence (Q96LD8 whole entry, looked up): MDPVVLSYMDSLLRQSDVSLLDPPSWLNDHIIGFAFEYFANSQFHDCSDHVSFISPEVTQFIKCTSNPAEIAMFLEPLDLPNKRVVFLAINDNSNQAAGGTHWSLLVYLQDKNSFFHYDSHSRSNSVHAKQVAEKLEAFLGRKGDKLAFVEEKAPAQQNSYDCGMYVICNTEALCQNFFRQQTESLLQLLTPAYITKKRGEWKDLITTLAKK
UBC13 inh: blocks human UBC13 polyubiquitin chain formation | TR-FRET | inhibition, % at 20 µM | actives 0.47% (n = 330,000); in the data active = inhibition above about 45%, passing the limit was not always enough
Target sequence (P61088 whole entry, looked up): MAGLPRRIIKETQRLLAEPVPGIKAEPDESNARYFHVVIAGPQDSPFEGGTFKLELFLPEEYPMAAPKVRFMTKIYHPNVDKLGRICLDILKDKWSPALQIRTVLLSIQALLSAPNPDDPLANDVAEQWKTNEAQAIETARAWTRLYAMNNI
SENP1 inh: inhibitors of human SENP1 SUMO protease catalytic domain; AID 624204; inhibition, % at 10 µM; Q9P0U3; recombinant SENP1 catalytic domain, CyPet-SUMO1-YPet FRET cleavage; actives 0.21% (n = 360,000);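 active = inhibition at least 30% at 10 µM, raw YFP signal under a set limit, fluorescence ratio 0.5 to 1.5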;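 note: 0% = enzyme with DMSO and 100% = no enzyme wells; some results filed as inactive read as strong as hits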
Target sequence (Q9P0U3 419-644 limits assumed): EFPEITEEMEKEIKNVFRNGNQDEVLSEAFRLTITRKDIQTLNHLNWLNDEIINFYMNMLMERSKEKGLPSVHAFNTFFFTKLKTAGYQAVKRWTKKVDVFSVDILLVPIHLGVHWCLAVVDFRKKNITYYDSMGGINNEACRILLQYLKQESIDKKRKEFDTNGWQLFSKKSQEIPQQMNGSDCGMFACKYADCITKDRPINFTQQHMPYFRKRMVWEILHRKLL
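material = recombinant human SENP1 catalytic domain, His6-tagged | quantity = 20 pM enzyme | reagent = 25 nM SUMO1 FRET substrate | compound dosing = 10 µM single point, 0.5% DMSO | timing = 50 min enzyme reaction, room temperature, light-protected | detection = FRET, CFP and YFP emission | control set = no-enzyme low, enzyme-DMSO high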
SENP8 block-2: blocks human SENP8 cleavage of Nedd8 substrate | inhibition, % at 20 µM | actives 0.64% (n = 360,000) | Q96LD8 | AID 602440 | recombinant SENP8, Nedd8 substrate fluorescence; in the data active = inhibition mostly above about 40%, no sharp cut-off; inactive = mostly below about 27%
SENP6 block: SENP6 protease inhibition; Recombinant SENP6 catalytic domain, aminoluciferin luminescence; actives 1.8% (n = 330,000); inhibition, % at 10 µM; Q9GZR1;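 active = inhibition above about 50% at the single tested dose, limit read from the data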;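 note: plate controls were DMSO wells with enzyme for no effect and DMSO wells lacking enzyme for full effect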
Apaf-1 inh: human Apaf-1 inhibition; O14727; reconstituted apoptosome caspase-3 activity, DEVD-Rh110 fluorescence; inhibition, % at 20 µM; actives 0.71% (n = 330,000); AID 489030; active = inhibition of at least 40% at 20 µM;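 note: plate controls were DMSO wells for no effect and DEVD-CHO caspase inhibitor wells for full effect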
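System: reconstituted apoptosome with Apaf-1, cytochrome c, caspase-9, procaspase-3, dATP; Signal: Rh110 fluorescence intensity; Schedule: 30 min compound preincubation, 50 min activation, room temperature; Reagent: cytochrome c trigger plus (Z-DEVD)2-Rh110 caspase-3 substrate.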
APOBEC3G inh: inhibitors of human APOBEC3G DNA deaminase; recombinant A3G, ssDNA deamination FAM/TAMRA fluorescence; inhibition, % at 20 µM; AID 493012; Q9HC16; actives 0.28% (n = 330,000);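 active = inhibition of at least 40% at 20 µM, with no more than 30% in the related APOBEC3A deaminase screen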;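 note: plate controls were DMSO wells with A3G for no effect and wells lacking A3G enzyme for full effect; some compounds called inactive have numbers as strong as hits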
Target sequence (Q9HC16 whole entry, looked up): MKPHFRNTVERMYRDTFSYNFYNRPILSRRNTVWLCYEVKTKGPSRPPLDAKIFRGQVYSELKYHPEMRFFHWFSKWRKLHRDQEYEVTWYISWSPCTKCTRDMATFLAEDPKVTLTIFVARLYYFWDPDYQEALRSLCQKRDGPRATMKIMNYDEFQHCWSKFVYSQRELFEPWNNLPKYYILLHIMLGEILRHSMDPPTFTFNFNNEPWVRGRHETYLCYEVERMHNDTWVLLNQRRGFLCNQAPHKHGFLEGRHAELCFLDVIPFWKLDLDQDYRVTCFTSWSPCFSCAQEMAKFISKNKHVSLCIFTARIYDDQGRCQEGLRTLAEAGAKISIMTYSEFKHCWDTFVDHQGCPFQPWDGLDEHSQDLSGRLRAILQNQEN
SENP7 inh: blocks the human protease SENP7; Q9BQF6; recombinant SENP7, Z-RLRGG-aminoluciferin luminescence, 40 min; inhibition, % at 5 µM; actives 1.5% (n = 330,000); AID 434973;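 active = inhibition above about 50% at the single test dose, limit read from the data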;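 note: plate controls were DMSO with enzyme for no effect and no enzyme buffer wells for full effect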
Active calls of the source: *.

Screening Cc1oc2c(C)c(O)ccc2c(=O)c1N1C(=O)c2ccccc2C1=O returned SENP8 block-1 -5, UBC13 inh -3, SENP1 inh 1, SENP8 block-2 15, SENP6 block -10, Apaf-1 inh 4, APOBEC3G inh -4 and SENP7 inh -2.
`Fc1ccc(OCc2nc3ccccc3s2)cc1` gave SENP8 block-1 90*, UBC13 inh 1, SENP1 inh -19, SENP8 block-2 -27, SENP6 block 97*, Apaf-1 inh 6, APOBEC3G inh -2 and SENP7 inh 94*.
`Cc1cc(C)c(NC(=O)CSc2nnc(-c3ccncc3)n2Cc2ccco2)c(C)c1` gave SENP8 block-1 -7, UBC13 inh 1, SENP1 inh 1, SENP8 block-2 11, SENP6 block -27, Apaf-1 inh -1, APOBEC3G inh -1 and SENP7 inh 70*.
CC(C)NCc1cc(Br)ccc1OCc1ccccc1 was read as SENP8 block-1 -1, UBC13 inh 4, SENP1 inh 2, SENP8 block-2 18, SENP6 block -4, Apaf-1 inh 11, APOBEC3G inh 8 and SENP7 inh 5.
For CCS(=O)(=O)N1Cc2ccccc2CC1C(=O)Nc1ccc(NC(C)=O)cc1 (stereo not drawn) the results were SENP8 block-1 11, UBC13 inh -6, SENP1 inh -2, SENP8 block-2 0, SENP6 block -1, Apaf-1 inh -1, APOBEC3G inh -1 and SENP7 inh 0.
O=C(COC(=O)c1ccc([N+](=O)[O-])o1)NC1CCS(=O)(=O)C1 (stereo not drawn) was read as SENP8 block-1 3, UBC13 inh -18, SENP1 inh 1, SENP8 block-2 50*, SENP6 block -8, Apaf-1 inh 6, APOBEC3G inh -5 and SENP7 inh 4.
Screening CCOC(=O)c1c(S(=O)(=O)NCCCc2ccco2)c(C)n(C)c1C returned SENP8 block-1 -6, UBC13 inh -3, SENP1 inh -2, SENP8 block-2 7, SENP6 block 6, Apaf-1 inh -6, APOBEC3G inh -2 and SENP7 inh 10.
`CCOc1cc(N2CCOCC2)c(OCC)cc1NC(=O)C(C)C` gave SENP8 block-1 -7, UBC13 inh -21, SENP1 inh 1, SENP8 block-2 14, SENP6 block 8, Apaf-1 inh -8, APOBEC3G inh -6 and SENP7 inh 2.
`Cc1cc(C)c(NC(=O)CS(=O)CC(=O)N2CCN(c3ccc(F)cc3)CC2)c(C)c1` (stereo not drawn) gave SENP8 block-1 2, UBC13 inh 9, SENP1 inh 2, SENP8 block-2 10, SENP6 block -6, Apaf-1 inh 9, APOBEC3G inh 1 and SENP7 inh -6.
Screening O=c1[nH]cnc(O)c1C(c1ccc([N+](=O)[O-])cc1)c1c(O)nc[nH]c1=O returned SENP8 block-1 -4, UBC13 inh -3, SENP1 inh 0, SENP8 block-2 1, SENP6 block 2, Apaf-1 inh -2, APOBEC3G inh 0 and SENP7 inh -3.
Screening O=C(Cc1ccc(Br)cc1)Nc1ncc([N+](=O)[O-])s1 returned SENP8 block-1 92*, UBC13 inh 6, SENP1 inh -49, SENP8 block-2 18, SENP6 block 94*, Apaf-1 inh -9, APOBEC3G inh 1 and SENP7 inh 53*.
`CCCc1nnc(NC(=O)c2ccc(N3C(=O)C4C5C=CC(C5)C4C3=O)cc2)s1` (stereo not drawn) gave SENP8 block-1 4, UBC13 inh -1, SENP1 inh 1, SENP8 block-2 -8, SENP6 block 10, Apaf-1 inh -12, APOBEC3G inh -3 and SENP7 inh 1.
Screening CCN(Cc1nc2cc(Cl)ccc2c(=O)[nH]1)C(=O)c1cc(C2CC2)nn1-c1ccccc1 returned SENP8 block-1 -4, UBC13 inh 2, SENP1 inh -9, SENP8 block-2 3, SENP6 block -11, Apaf-1 inh 19, APOBEC3G inh -6 and SENP7 inh 0.
O=C(NCc1ccncc1)c1nc(-c2cccs2)no1 was read as SENP8 block-1 -14, UBC13 inh -10, SENP1 inh 0, SENP8 block-2 9, SENP6 block 2, Apaf-1 inh -2, APOBEC3G inh -6 and SENP7 inh -8.
COC(=O)c1ccc(C(=O)OC)c(NC(=O)C(C)(C)C)c1 was read as SENP8 block-1 5, UBC13 inh 9, SENP1 inh -3, SENP8 block-2 -305, SENP6 block -9, Apaf-1 inh 3, APOBEC3G inh -1 and SENP7 inh 4.
For O=C(CCNC(=O)c1ccc(Cl)cc1)NCc1cccc(C(F)(F)F)c1 the results were SENP8 block-1 -3, UBC13 inh -7, SENP1 inh 0, SENP8 block-2 18, SENP6 block -12, Apaf-1 inh 6, APOBEC3G inh 5 and SENP7 inh -1.
Screening CCOc1ccc(S(=O)(=O)NCCC(=O)N2CC=C(c3ccccc3)CC2)cc1 returned SENP8 block-1 6, UBC13 inh 17, SENP1 inh -3, SENP8 block-2 18, SENP6 block -5, Apaf-1 inh 8, APOBEC3G inh -7 and SENP7 inh 4.
For O=C(c1cccc2ccccc12)C1CCCN(C(=O)c2ccc(N3CCOCC3)cc2)C1 (stereo not drawn) the results were SENP8 block-1 4, UBC13 inh 2, SENP1 inh -2, SENP8 block-2 7, SENP6 block 7, Apaf-1 inh 18, APOBEC3G inh 1 and SENP7 inh 10.
`COc1ccc(-c2csc(Nc3ncccn3)n2)cc1C` gave SENP8 block-1 -9, UBC13 inh 2, SENP1 inh 1, SENP8 block-2 10, SENP6 block -55, Apaf-1 inh -6, APOBEC3G inh -9 and SENP7 inh -10.
Screening O=C(NC1CCCC1)c1cc(-c2ccccc2)on1 returned SENP8 block-1 -10, UBC13 inh 6, SENP1 inh 2, SENP8 block-2 0, SENP6 block 9, Apaf-1 inh 3, APOBEC3G inh -7 and SENP7 inh 7.

Among those listed so far, these contain bromine:
CC(C)NCc1cc(Br)ccc1OCc1ccccc1 was read as SENP8 block-1 -1, UBC13 inh 4, SENP1 inh 2, SENP8 block-2 18, SENP6 block -4, Apaf-1 inh 11, APOBEC3G inh 8 and SENP7 inh 5.
Screening O=C(Cc1ccc(Br)cc1)Nc1ncc([N+](=O)[O-])s1 returned SENP8 block-1 92*, UBC13 inh 6, SENP1 inh -49, SENP8 block-2 18, SENP6 block 94*, Apaf-1 inh -9, APOBEC3G inh 1 and SENP7 inh 53*.

Additional compounds follow:
O=Cc1cccc(Oc2ccc([N+](=O)[O-])cc2[N+](=O)[O-])c1 was read as SENP8 block-1 0, UBC13 inh -9, SENP1 inh 2, SENP8 block-2 7, SENP6 block 12, Apaf-1 inh 11, APOBEC3G inh -3 and SENP7 inh -4.
Screening Nc1nc(SCc2ccc(Br)cc2)[nH]c(=O)c1-c1ccccc1 returned SENP8 block-1 -7, UBC13 inh 2, SENP1 inh 1, SENP8 block-2 11, SENP6 block 9, Apaf-1 inh 23, APOBEC3G inh -3 and SENP7 inh 3.
O=C(NNS(=O)(=O)c1ccccc1)c1cccnc1 was read as SENP8 block-1 1, UBC13 inh -12, SENP1 inh 1, SENP8 block-2 18, SENP6 block -9, Apaf-1 inh 0, APOBEC3G inh 11 and SENP7 inh 1.
`CSc1ccc(S(=O)(=O)N(C)Cc2ccccc2)cc1` gave SENP8 block-1 3, UBC13 inh 8, SENP1 inh 1, SENP8 block-2 4, SENP6 block -10, Apaf-1 inh 16, APOBEC3G inh -5 and SENP7 inh 1.
`COc1ccc(N2CCN(CCNC(=O)Nc3ccc(C)c(Cl)c3)CC2)cc1` gave SENP8 block-1 2, UBC13 inh 14, SENP1 inh 1, SENP8 block-2 14, SENP6 block 13, Apaf-1 inh 9, APOBEC3G inh -3 and SENP7 inh 9.
Screening COC(=O)Nc1c(C(=O)OC)cc(OC)c(OC)c1OC returned SENP8 block-1 0, UBC13 inh 6, SENP1 inh 3, SENP8 block-2 -12, SENP6 block -17, Apaf-1 inh -5, APOBEC3G inh 1 and SENP7 inh 11.
For Cn1c(=O)c2c(nc(Oc3ccc4c(c3)OCO4)n2Cc2ccc(Cl)cc2)n(C)c1=O the results were SENP8 block-1 6, UBC13 inh 8, SENP1 inh 1, SENP8 block-2 19, SENP6 block 15, Apaf-1 inh 5, APOBEC3G inh 1 and SENP7 inh -1.
Screening CCOc1cc(S(=O)(=O)NCc2ccccc2)c(OCC)cc1-n1cnnn1 returned SENP8 block-1 -7, UBC13 inh 6, SENP1 inh 1, SENP8 block-2 -209, SENP6 block -19, Apaf-1 inh 10, APOBEC3G inh -12 and SENP7 inh -7.
For Cc1ccc(C(=O)CC(C(=O)O)n2cccn2)cc1 (stereo not drawn) the results were SENP8 block-1 -4, UBC13 inh -6, SENP1 inh -3, SENP8 block-2 22, SENP6 block -17, Apaf-1 inh 5, APOBEC3G inh -6 and SENP7 inh -7.
For C=CCn1c(O)c(C2=c3ccccc3=NC2=O)c2ccccc21 the results were SENP8 block-1 -1, UBC13 inh -8, SENP1 inh 1, SENP8 block-2 4, SENP6 block 18, Apaf-1 inh 3, APOBEC3G inh -1 and SENP7 inh 7.
CC(C(=O)C12CC3CC(CC(C3)C1)C2)N1CCOCC1 (stereo not drawn) was read as SENP8 block-1 -12, UBC13 inh 0, SENP1 inh 0, SENP8 block-2 13, SENP6 block -25, Apaf-1 inh 10, APOBEC3G inh -5 and SENP7 inh -12.
Screening COc1ccc(S(=O)(=O)Oc2cc(C(=S)N3CCOCC3)ccc2OC)cc1 returned SENP8 block-1 4, UBC13 inh 6, SENP1 inh 2, SENP8 block-2 5, SENP6 block -10, Apaf-1 inh 14, APOBEC3G inh -4 and SENP7 inh -5.
Screening COC(=O)c1[nH]c2ccc(C)cc2c1NS(=O)(=O)c1ccc(F)cc1 returned SENP8 block-1 -2, UBC13 inh 3, SENP1 inh 6, SENP8 block-2 -25, SENP6 block -8, Apaf-1 inh -1, APOBEC3G inh -10 and SENP7 inh 1.
`COC(=O)c1cccc(COC(=O)c2cc3ccccc3oc2=O)c1` gave SENP8 block-1 -6, UBC13 inh 2, SENP1 inh 0, SENP8 block-2 -87, SENP6 block -31, Apaf-1 inh 5, APOBEC3G inh -5 and SENP7 inh -14.
Screening CCOc1cc(C(=O)Nn2cnnc2)cc(OCC)c1OCC returned SENP8 block-1 1, UBC13 inh 2, SENP1 inh 3, SENP8 block-2 8, SENP6 block -7, Apaf-1 inh 2, APOBEC3G inh -8 and SENP7 inh 3.

3 structures out of the list, sorted by count of non-hydrogen atoms, ascending.
CC(C(=O)C12CC3CC(CC(C3)C1)C2)N1CCOCC1 (stereo not drawn) was read as SENP8 block-1 -12, UBC13 inh 0, SENP1 inh 0, SENP8 block-2 13, SENP6 block -25, Apaf-1 inh 10, APOBEC3G inh -5 and SENP7 inh -12.
For C=CCn1c(O)c(C2=c3ccccc3=NC2=O)c2ccccc21 the results were SENP8 block-1 -1, UBC13 inh -8, SENP1 inh 1, SENP8 block-2 4, SENP6 block 18, Apaf-1 inh 3, APOBEC3G inh -1 and SENP7 inh 7.
Screening COC(=O)c1[nH]c2ccc(C)cc2c1NS(=O)(=O)c1ccc(F)cc1 returned SENP8 block-1 -2, UBC13 inh 3, SENP1 inh 6, SENP8 block-2 -25, SENP6 block -8, Apaf-1 inh -1, APOBEC3G inh -10 and SENP7 inh 1.

Source: PubChem BioAssay (Sanford-Burnham Center for Chemical Genomics)

The order is random (roughly 3.6% active in at least one column).
